Pf Dd2 inh = P. falciparum Dd2 growth inhibitors, primary screen, SYBR Green fluorescence, single dose replicates; AID 1159554, 2015; actives 2.3% (n = 94,000); 72 h; hits give low values; activity change, % at 10 µM; in the data active means activity change below about -80%; inconclusive means no clear call, values can overlap the other calls
T cruzi growth = T. cruzi intracellular proliferation inhibitors, primary screen, cell-based, beta-gal Tulahuen parasites, NIH3T3 host, luminescence; T. cruzi beta-gal in NIH3T3, GalScreen luminescence, 90 h; inhibition, % at 8.34 µM; actives 5.9% (n = 77,000);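 active means mean inhibition above about 93%, with at least 55% of replicates each passing it, limit read from the data, passing the limit was not always enough; inconclusive means only one of those two conditions holds; inactive means neither condition holds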
C diff HTS = C. difficile growth inhibitors, primary screen, HTS. Clostridium difficile clinical isolate growth, OD600, 24 h; hits give low values. growth activity, negative = inhibition, % at 16 µg/mL (by protocol). actives 0.25% (n = 86,000);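 active means mean growth activity at or below -80% and every replicate also at or below -80%; inconclusive means mean at or below -80% but some replicate above -80%; inactive means mean growth activity above -80%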;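 further: 0% = DMSO wells and -100% = levofloxacin 16 µg/mL wells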
KDM4C inh = inhibitors of GASC-1 (KDM4C) histone demethylase, primary screen, biochemical, single concentration HTS. GST-KDM4C 2-372, H3K9me3 peptide, LANCE TR-FRET. inhibition, % at 12.5 µM. actives 0.15% (n = 96,000). AID 720574, 2013;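 active means mean replicate inhibition above about 25%, with at least 55% of replicates also reaching it, limit read from the data, passing the limit was not always enough; inconclusive means only one of those two conditions met; inactive means neither condition met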
Target sequence (Q9H3R0 2-372 limits assumed): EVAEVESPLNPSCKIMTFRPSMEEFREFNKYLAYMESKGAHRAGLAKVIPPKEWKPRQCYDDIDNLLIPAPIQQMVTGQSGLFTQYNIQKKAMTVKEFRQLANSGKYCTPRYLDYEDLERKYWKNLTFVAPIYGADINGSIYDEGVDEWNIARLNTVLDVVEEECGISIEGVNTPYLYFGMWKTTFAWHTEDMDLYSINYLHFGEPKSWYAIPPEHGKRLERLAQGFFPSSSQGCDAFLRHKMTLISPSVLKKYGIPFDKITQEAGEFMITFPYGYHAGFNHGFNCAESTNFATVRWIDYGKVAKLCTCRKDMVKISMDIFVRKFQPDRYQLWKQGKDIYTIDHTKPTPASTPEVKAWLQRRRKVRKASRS
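Material: GST-tagged GASC-1 (JMJD2C) catalytic fragment, aa 2-372. Input: enzyme final amount 10 nM. Medium: HEPES buffer, pH 7.5, plus ascorbate. Reagent: H3K9me3 peptide substrate, Fe(II), 2-oxoglutarate. Doses: single dose. Times: reaction 30 min RT, detection step 1 h RT. Measured by: LANCE TR-FRET. Evaluation: Fall in 671/618 emission ratio as inhibition.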
* = called active by the depositor; u = inconclusive; x = not tested or not shown; & = joins results of further samples.

Compound	Pf Dd2 inh	T cruzi growth	C diff HTS	KDM4C inh
CCC(=O)N(C)C[C@H]1Oc2cc(Br)ccc2S(=O)(=O)N([C@H](C)CO)C[C@H]1C	35	x	1	-1.8
C[C@@H]1CN([C@H](C)CO)C(=O)Cc2cc(NC(=O)C3CCCCC3)ccc2O[C@H]1CN(C)Cc1ccc(Oc2ccccc2)cc1	-28	91	11	2.3
C[C@@H]1CCCCO[C@H](CN(C)S(=O)(=O)c2ccc(F)cc2)[C@H](C)CN([C@H](C)CO)C(=O)c2cc(NC(=O)Nc3ccc(F)cc3)ccc2O1	-79	101*	-2	-0.7
C[C@H](O)C#Cc1ccc([C@@H]2[C@@H](CO)N3CCCCN(C(=O)c4ccncc4)C[C@H]23)cc1	-15	-43	-2	0.6
COCC(=O)N1CC(=O)N2[C@H](C1)[C@H](c1ccc(-c3ccccc3F)cc1)[C@@H]2CO	2	x	-1	0.4
Cc1noc(C)c1NC(=O)N(C)C[C@H]1Oc2ccc(NC(=O)Nc3ccc(C(F)(F)F)cc3)cc2CC(=O)N([C@H](C)CO)C[C@@H]1C	-7	23	7	-2.1
Cc1cccc(S(=O)(=O)N[C@@H]2CC[C@H](CCNC(=O)Nc3cc(F)ccc3F)O[C@@H]2CO)c1	1	-7	0	1.2
CO[C@H]1CN(C)C(=O)c2cc(NC(=O)C3CCC3)ccc2OC[C@@H](C)N(Cc2ccccn2)C[C@H]1C	36	-33	x	0.2
C[C@@H]1CN([C@H](C)CO)C(=O)c2cccc(NC(=O)Nc3ccc(F)cc3)c2O[C@H]1CN(C)Cc1ccc(C(F)(F)F)cc1	-12	18	7	12
Cc1noc(C)c1S(=O)(=O)Nc1ccc2c(c1)C(=O)N([C@H](C)CO)C[C@@H](C)[C@@H](CN(C)Cc1ccncc1)OCCCC[C@@H](C)O2	-40	72	0	8.5
O=C(N[C@H]1CC[C@H](CCNC(=O)C2CC2)O[C@H]1CO)c1ccncc1	x	x	0	-2.8
COc1ccc(S(=O)(=O)N(C)C[C@@H]2Oc3ccc(NS(=O)(=O)c4ccc(F)cc4)cc3C(=O)N([C@H](C)CO)C[C@H]2C)cc1	-15	16	-3	-1.2
C[C@H](CO)N1C[C@H](C)[C@@H](CN(C)S(=O)(=O)c2ccc(Cl)cc2)Oc2c(NC(=O)CCCCCC(=O)Nc3ccccc3N)cccc2C1=O	u	103*	-9	-1.3
COc1ccc(NC(=O)Nc2ccc3c(c2)C(=O)N([C@H](C)CO)C[C@H](C)[C@@H](CN(C)S(=O)(=O)c2ccc(OC)cc2)O3)cc1	-40	x	5	-1.9
COc1ccc2c3c([nH]c2c1)[C@@H](CO)N(C(=O)Nc1ccc(F)cc1)CC31CCN(C(=O)Cc2ccccc2)CC1	-33	x	5	-3.9
CN(C)CC(=O)N[C@@H]1CC[C@H](CC(=O)NCc2ccccc2F)O[C@@H]1CO	1	-147	72	0.9
COc1cccc(-c2cn(CC[C@@H]3CC[C@@H](NS(=O)(=O)Cc4ccccc4)[C@H](CO)O3)nn2)c1	-70	69	x	-1.2
COc1ccc2c3c([nH]c2c1)[C@@H](CO)N(C(=O)c1cccc(F)c1)CC31CN(C(C)=O)C1	3	x	1	-1.2
CN1C(=O)c2cc(NS(C)(=O)=O)ccc2OC[C@@H]2O[C@@H](CC(=O)O)CC[C@H]21	-75	17	3	0.3
O=C(NC[C@H]1N[C@H](CO)[C@@H]1c1ccc(-c2ccccc2)cc1)C1CCC1	5	31	0	1.0
CN1C(=O)c2cc(NC(=O)Cc3ccccc3)ccc2OC[C@H]2O[C@@H](CC(=O)NC3CCC3)CC[C@H]21	-8	12	2	-1.6
Cc1noc(C)c1S(=O)(=O)Nc1ccc2c(c1)C(=O)N([C@@H](C)CO)C[C@@H](C)[C@H](CN(C)S(=O)(=O)c1ccc(F)cc1)O2	-85*	9	8	-0.7
O=S(=O)(c1ccccc1F)N1CCCCN2[C@H](CO)[C@H](c3ccc(-c4cccnc4)cc3)[C@@H]2C1	18	72	-4	0.9
CN1[C@@H]2c3ccc(-c4cccc(F)c4)c(=O)n3C[C@H]1[C@H](CO)[C@H]2C(=O)N1CCOCC1	35	-16	-4	-1.0
CO[C@H]1CN(C)C(=O)c2cc(NC(=O)CC(F)(F)F)ccc2OC[C@@H](C)N(S(=O)(=O)c2cn(C)cn2)C[C@@H]1C	52	x	0	2.0
CN1CCN(C(=O)C[C@@H]2CC[C@H]3[C@@H](COC[C@@H](O)CN3Cc3ccc(Oc4ccccc4)cc3)O2)CC1	3	-97	x	1.8
COc1ccc(S(=O)(=O)Nc2ccc3c(c2)C(=O)N([C@H](C)CO)C[C@@H](C)[C@H](CN(C)C(=O)Nc2ccc4c(c2)OCO4)OCCCC[C@@H](C)O3)cc1	-42	65	5	-0.3
CO[C@@H]1CN(C)C(=O)c2ccc(NC(C)=O)cc2OC[C@H](C)N(Cc2cccc(F)c2)C[C@H]1C	x	61	x	-1.9
C[C@H]1CN([C@@H](C)CO)C(=O)c2cccc(NS(C)(=O)=O)c2O[C@@H]1CN(C)Cc1ccc(C(=O)Nc2ccccc2N)cc1	2	x	-1	-1.0
COc1ccc(S(=O)(=O)N(C)C[C@@H]2OCCCC[C@H](C)Oc3ccc(NC(=O)CCCN(C)C)cc3C(=O)N([C@@H](C)CO)C[C@H]2C)cc1	-33	95	-1	3.4
C[C@H](CO)N1C[C@H](C)[C@H](CN(C)C(=O)Nc2ccc(F)cc2)Oc2ncc(-c3cc4ccccc4o3)cc2C1=O	-55	119*	13	x
O=S(=O)(c1ccccc1F)N1CCCCN2[C@H](CO)[C@@H](c3ccc(-c4cccnc4)cc3)[C@@H]2C1	31	94	-20	0.5
CC(C)NC(=O)Nc1ccc2c(c1)C(=O)N([C@@H](C)CO)C[C@H](C)[C@H](CN(C)S(=O)(=O)c1cccs1)OCCCC[C@H](C)O2	x	x	8	0.0
O=C(N[C@@H]1CC[C@@H](CCn2cc(C3(O)CCCC3)nn2)O[C@@H]1CO)C1CCCC1	1	x	0	0.5
C[C@@H]1CN([C@H](C)CO)C(=O)CCCn2cc(nn2)CO[C@H]1CN(C)C(=O)Nc1ccc(C(C)(C)C)cc1	0	22	3	x
COc1ccc(NC(=O)N(C)C[C@H]2Oc3cc(-c4cccc(C(=O)N(C)C)c4)ccc3S(=O)(=O)N([C@@H](C)CO)C[C@H]2C)cc1	21	x	-2	2.5
C[C@H](CO)N1C[C@H](C)[C@H](CN(C)S(=O)(=O)c2ccc(F)cc2)OCCCC[C@H](C)Oc2ccc(NC(=O)NC3CCCCC3)cc2C1=O	-30	88	10	-3.0
Cc1noc(C)c1NC(=O)NCC[C@H]1CC[C@@H](NC(=O)Cc2cccnc2)[C@@H](CO)O1	10	-48	1	-0.8
COC(=O)[C@@H]1[C@@H](CO)[C@@H]2Cn3c(ccc(-c4ccc(F)cc4)c3=O)[C@@H]2N1S(C)(=O)=O	-5	53	-4	0.6
O=C(C[C@@H]1CC[C@@H](NC(=O)c2ccncc2)[C@H](CO)O1)NCC1CC1	x	x	0	0.4

Another view of 2 compounds above.
C[C@H](CO)N1C[C@H](C)[C@H](CN(C)C(=O)Nc2ccc(F)cc2)Oc2ncc(-c3cc4ccccc4o3)cc2C1=O
  Pf Dd2 inh = -55	T cruzi growth = 119*	C diff HTS = 13	KDM4C inh = x
O=S(=O)(c1ccccc1F)N1CCCCN2[C@H](CO)[C@@H](c3ccc(-c4cccnc4)cc3)[C@@H]2C1
  Pf Dd2 inh = 31	T cruzi growth = 94	C diff HTS = -20	KDM4C inh = 0.5

(further entries)
Compound	Pf Dd2 inh	T cruzi growth	C diff HTS	KDM4C inh
C[C@H](NC(=O)C[C@@H]1CC[C@@H]2[C@H](COC[C@H](O)CN2C)O1)c1ccccc1	41	43	-5&-6	0.9
COC(=O)C[C@H]1C[C@@H]2c3cc(NC(=O)Nc4ccccc4F)ccc3O[C@@H]2[C@H](CO)O1	-13	61	-1	0.3
CO[C@@H]1CN(C)C(=O)c2cc(NS(=O)(=O)c3cccc(Cl)c3)ccc2OC[C@@H](C)N(C(=O)Cc2cccnc2)C[C@H]1C	-27	-4	x	-0.4
CC(C)NC(=O)N(C)C[C@@H]1Oc2ccc(NC(=O)CCC(F)(F)F)cc2CC(=O)N([C@@H](C)CO)C[C@H]1C	7	x	-4&-5	-0.5
CCC(=O)N1CC2(CCN(C(=O)Nc3ccc(F)cc3)CC2)c2c([nH]c3cc(OC)ccc23)[C@H]1CO	-84*	x	4	0.1
COc1ccc(S(=O)(=O)N(C)C[C@H]2Oc3ncc(-c4ccncc4)cc3C(=O)N([C@H](C)CO)C[C@H]2C)cc1	18	22	2	-1.4
O=C(C[C@H]1C=C[C@@H](NS(=O)(=O)c2ccccc2)[C@@H](CO)O1)NCc1ccccc1F	10	-5	1	2.2
O=C(Nc1ccc(F)cc1)N1[C@@H]2CNc3ccccc3[C@@H]2[C@@H]1CO	9	34	-2	-2.4
O=C(C[C@@H]1CC[C@H](NS(=O)(=O)c2ccc(F)cc2)[C@@H](CO)O1)NC1CCCCC1	17	x	3	1.1
C[C@H](CO)N1C[C@H](C)[C@@H](CN(C)S(=O)(=O)c2ccccc2)Oc2c(NC(=O)Nc3ccc(F)cc3)cccc2C1=O	-11	35	-8	1.9
COCC(=O)N1[C@@H](C#N)[C@H](c2ccccc2-c2cccc(F)c2)[C@@H]1CO	-4	x	77	-0.6
CC=Cc1ccc2n(c1=O)C[C@H]1[C@H](CO)[C@@H](C(=O)NCC(F)(F)F)[C@@H]2N1C(C)=O (mixture of isomers)	0	6	7	4.3
C[C@H](CO)N1C[C@H](C)[C@H](CN(C)S(=O)(=O)c2ccc3ccccc3c2)OCc2cnnn2CCCC1=O	-21&-6	26&29	0&0	0.1
CCC(=O)N1[C@H](CO)[C@@H](c2ccccc2)[C@@H]1CN(C)C(=O)c1ccccc1F	3	23	-5	2.2
C[C@H](CO)N1C[C@H](C)[C@H](CN(C)S(=O)(=O)c2ccc(F)cc2)OCc2cn(nn2)CCCC1=O	21	-3	x	-0.6
O=C(C[C@@H]1CC[C@@H]2[C@H](COC[C@@H](O)CN2Cc2ccccc2)O1)N[C@H]1CCN(Cc2ccccc2)C1	-24	86	6	1.3
C[C@H]1CN([C@@H](C)CO)C(=O)Cc2cc(NC(=O)Nc3cccc4ccccc34)ccc2O[C@@H]1CN(C)Cc1ccc(C(=O)Nc2ccccc2N)cc1	-40	x	4	-1.9
C[C@@H]1CCCCO[C@@H](CN(C)S(=O)(=O)c2ccc(F)cc2)[C@@H](C)CN([C@@H](C)CO)C(=O)c2cc(NS(C)(=O)=O)ccc2O1	-21	39	-3	2.2
CN1C(=O)c2cc(NS(=O)(=O)c3ccc(F)cc3)ccc2OC[C@H]2O[C@@H](CC(=O)Nc3cccc4ccccc34)CC[C@@H]21	x	-16	-6	1.9
Cc1noc(C)c1NC(=O)N(C)C[C@H]1Oc2ncc(C3=CCCC3)cc2C(=O)N([C@@H](C)CO)C[C@H]1C	-4	-8	-3	3.0
CCCNC(=O)N1[C@@H](CO)[C@@H](c2ccccc2)[C@@H]1CNC(=O)c1cccc(F)c1	-71	122*	3	-1.5
C/C=C/c1ccc(C2[C@H]3CNC[C@@H]2N3Cc2cccc(F)c2)cc1 (stereo partly specified)	23&-25	x	7&90	0.8
C[C@@H]1CN([C@@H](C)CO)S(=O)(=O)c2ccc(C#Cc3ccccc3F)cc2O[C@@H]1CN(C)C	-34	27	-2	-1.6
C[C@@H]1CN([C@H](C)CO)C(=O)c2cc(NC(=O)Nc3ccc(C(F)(F)F)cc3)ccc2O[C@H]1CN(C)C(=O)Nc1ccccc1	-14	x	3	0.1
COc1ccc(S(=O)(=O)N(C)C[C@@H]2OCCCC[C@@H](C)Oc3ccc(NS(=O)(=O)c4c(C)noc4C)cc3C(=O)N([C@@H](C)CO)C[C@@H]2C)cc1	-57	10	0	-0.6

Compound profiles (already shown). Order of values: Pf Dd2 inh | T cruzi growth | C diff HTS | KDM4C inh
C/C=C/c1ccc(C2[C@H]3CNC[C@@H]2N3Cc2cccc(F)c2)cc1 (stereo partly specified) as listed: 23&-25 | x | 7&90 | 0.8
C[C@@H]1CN([C@H](C)CO)C(=O)c2cc(NC(=O)Nc3ccc(C(F)(F)F)cc3)ccc2O[C@H]1CN(C)C(=O)Nc1ccccc1 as listed: -14 | x | 3 | 0.1
COc1ccc(S(=O)(=O)N(C)C[C@@H]2OCCCC[C@@H](C)Oc3ccc(NS(=O)(=O)c4c(C)noc4C)cc3C(=O)N([C@@H](C)CO)C[C@@H]2C)cc1 as listed: -57 | 10 | 0 | -0.6
CCCNC(=O)N1[C@@H](CO)[C@@H](c2ccccc2)[C@@H]1CNC(=O)c1cccc(F)c1 as listed: -71 | 122* | 3 | -1.5

Screening results (PubChem)
